Assay outcomes deposited in PubChem BioAssay by National Center for Advancing Translational Sciences (NCATS).
GAA spleen mod: qHTS Assay for Inhibitors and Activators of Human alpha-Glucosidase From Spleen Homogenate | Lysosomal alpha-glucosidase (Homo sapiens), P10253 | human spleen homogenate, 4-MU-alpha-glucoside fluorescence | Potency, µM (highest dose often 79.9 µM), inactives show at the top dose activity change, negative = inhibition, usual class: inhibitors | actives 0.006% (n = 240,000) | AID 2112, 2009;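 note: 0% = enzyme with vehicle and -100% = no enzyme basal signal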
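Enzyme source: human spleen homogenate, 1 ug/well. Buffer 50 mM citric acid/K phosphate pH 5.0, 0.01% Tween-20. 4-MU-alpha-glucoside 1 mM; 37 C x 40 min; NaOH/glycine stop; fluorescence.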
Tau fibril ThT: qHTS for Inhibitors of Tau Fibril Formation, Thioflavin T Binding; AID 1460, 2008; actives 2.1% (n = 270,000); recombinant tau K18 P301L, heparin-induced fibrillization, ThT fluorescence; Microtubule-associated protein tau (Homo sapiens), P10636; Potency, µM (series often up to 57.4 µM), without a hit: at the highest dose activity, negative = inhibition, usual class: inhibitors; note: % is set by controls: 0 for no effect and ±100 for the full control effect; nearly all actives have a fitted effect of over 55% in size
Target sequence (P10636 561-689 P618L limits assumed): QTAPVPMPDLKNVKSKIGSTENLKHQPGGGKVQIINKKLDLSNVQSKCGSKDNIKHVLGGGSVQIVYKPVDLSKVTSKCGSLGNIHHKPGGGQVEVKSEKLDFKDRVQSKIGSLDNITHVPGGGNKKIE
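Tau K18 P301L fragment (15 uM unlabeled plus 0.24 uM Alexa 594-labeled) in 100 mM sodium acetate pH 7 with compound, fibrillization induced by 20 uM heparin for 6 hr at 37 C. Thioflavin T (30 uM) added, fluorescence read after 1 hr (ex 450, em 510 nm).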
Tau fibril FP: qHTS for Inhibitors of Tau Fibril Formation, Fluorescence Polarization; Microtubule-associated protein tau (Homo sapiens), P10636; K18 P301L tau heparin fibrillization, Alexa594 FP, 6 h; Potency, µM (series often up to 57.7 µM), inactives show at the highest dose activity, negative = inhibition, most hits filed as inhibitors; actives 0.39% (n = 280,000); AID 1468, 2008; note: % is set by controls: 0 for no effect and ±100 for the full control effect; nearly all actives have a fitted effect of over 55% in size
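Quantitative HTS format: compounds meet 15 uM recombinant K18 P301L tau and Alexa 594-tau tracer in 100 mM sodium acetate pH 7; 20 uM heparin triggers fibrillization at 37 C over 6 hr; FP gives the signal.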
Tau fluor cs: Counterscreen qHTS for Inhibitors of Tau Fibril Formation, Fluorescence Polarization; Potency, µM (top dose mostly 57.7 µM), inactives show top-dose activity change, negative = decrease; tau K18 P301L Alexa594 fluorescence, heparin fibrillization; AID 1463, 2008; actives 0.93% (n = 280,000); note: % is set by controls: 0 for no effect and ±100 for the full control effect; nearly all actives have a fitted effect of over 55% in size
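Human tau K18 P301L (15 uM unlabeled, 0.24 uM Alexa 594-labeled) in 100 mM sodium acetate pH 7 with 20 uM heparin, 6 hr at 37 C. ThT 30 uM added, 1 hr ambient; Alexa 594 FP and total fluorescence read at 555/632 nm.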
GAA inhib: qHTS Assay for Inhibitors of Human alpha-Glucosidase as a Potential Chaperone Treatment of Pompe Disease | Lysosomal alpha-glucosidase (Homo sapiens), P10253 | purified human GAA, 4-MU-alpha-glucoside fluorescence | Potency, µM (titrated, usually from 76.9 µM), inactives show top-dose activity change, negative = inhibition, actives largely listed as inhibitors | actives 0.005% (n = 200,000);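 note: plate controls were uninhibited enzyme wells for no effect and no-enzyme background for full effect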
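Compounds are titrated up to 77 uM against 4 nM human enzyme. Substrate 4-methylumbelliferyl-alpha-D-pyranoside (400 uM) reacts 20 min at room temperature in pH 5.0 buffer; liberated 4-methylumbelliferone is read at 440 nm.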
GAA glycogen mod: qHTS Assay for Inhibitors and Activators of Human alpha-Glucosidase Cleavage of Glycogen | Lysosomal alpha-glucosidase (Homo sapiens), P10253 | recombinant GAA, glycogen substrate, Amplex Red glucose oxidase fluorescence | Potency, µM (doses to about 76.4 µM), for inactives: at the highest dose activity change, negative = inhibition, actives largely listed as inhibitors | actives 0.38% (n = 300,000);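 note: 0% = full enzyme reaction and -100% = no-enzyme basal signal; the screen sought inhibitors and activators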
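qHTS, 1536-well; enzyme 4 nM final; cpd up to 77 uM; substrate bovine liver glycogen 30 ug; 50 mM citrate/phosphate pH 5.0, 0.01% Tween-20; 37 C, 40 min; Amplex Red detection 45 min RT; Hill fit → AC50.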
aGal spleen mod: qHTS Assay for Inhibitors and Activators of Human alpha-Galactosidase From Spleen Homogenate | Alpha-galactosidase A (Homo sapiens), P06280 | human spleen homogenate, 4MU-alpha-Gal fluorescence, 40 min | Potency, µM (titrated, usually from 80 µM), without a hit: top-dose activity change, negative = inhibition, hits mostly inhibitors | actives 0.008% (n = 240,000) | AID 2107, 2009;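 note: 0% = enzyme with vehicle and -100% = no enzyme basal signal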
Target sequence (P06280 32-429 limits assumed): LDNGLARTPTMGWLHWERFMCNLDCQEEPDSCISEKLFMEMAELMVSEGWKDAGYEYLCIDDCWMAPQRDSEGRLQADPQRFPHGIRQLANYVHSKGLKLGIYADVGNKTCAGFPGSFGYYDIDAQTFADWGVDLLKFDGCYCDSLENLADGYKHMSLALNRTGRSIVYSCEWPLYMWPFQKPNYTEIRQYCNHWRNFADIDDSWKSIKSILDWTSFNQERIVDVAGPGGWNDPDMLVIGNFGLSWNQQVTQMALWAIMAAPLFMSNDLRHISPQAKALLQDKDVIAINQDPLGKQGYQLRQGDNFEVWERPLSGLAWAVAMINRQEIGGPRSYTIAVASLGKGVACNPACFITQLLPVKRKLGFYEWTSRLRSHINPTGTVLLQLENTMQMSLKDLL
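qHTS titration in buffer at pH 5.0. Alpha-galactosidase activity in spleen homogenate was measured via 4-methylumbelliferone release from 1 mM fluorogenic substrate after 40 min at 37C and a pH 10 stop. AC50 came from Hill fits of control-normalized data.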
HTT cytoprotect: qHTS Multiplex Assay to Identify Dual Action Probes in a Cell Model of Huntington: Cytoprotection (ATP) | PC12 HTT-Q103 induced, cytoprotection, ATP luminescence, 40 h | Potency, µM (titrated, usually from 56.4 µM), without a hit: cytoprotection (ATP increase), actives largely listed as activators | actives 0.14% (n = 230,000) | AID 1471, 2008;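 note: % of control where 0% means no effect; nearly all actives have a fitted effect of over 45% in size; toxic huntingtin expression switched on by the ecdysone agonist tebufenozide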
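Compounds were screened for protection of PC12 cells against cell death after tebufenozide induction (100 nM final) of mutant Huntingtin exon 1 (Q103) fused to GFP.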
The depositor's hits bear a star; ? = inconclusive; . = no result given; & = joins results of further samples; [ ] = dose if it differs, or a comment. Calls come from the whole dose curve; as a rule, active = well fitted curve in the direction sought with a large enough effect; inconclusive = small, poorly fitted or top-dose-only effect, or another doubt; inactive = no such curve, though single readings can be large; an effect the other way counts as inactive or inconclusive. Potency is the fitted concentration of half-maximal effect.

SMILES	GAA spleen mod	Tau fibril ThT	Tau fibril FP	Tau fluor cs	GAA inhib	GAA glycogen mod	aGal spleen mod	HTT cytoprotect
O=C(N=C1SCC(=O)N1c1ccccc1Cl)c1ccccc1	-1%	-13%	7%	-14%	-1%	-4%	-1%	7%[10 µM]
CC(=O)N(Cc1cccnc1)c1cccc(-c2nc3ccccc3s2)c1	-5%	1%	7%	-2%	6%	-3%	-14%	9%[10 µM]
CC(C)(C)C1=Nn2c(nnc2-c2ccco2)SC1	-2%	-8%	-1%	2%	0%	0%	4%	-12%
Cc1cc(C)c2c(CC(=O)Nc3nnc(CC(C)C)s3)coc2c1	.	9%	-4%	4%	.	-6%[76.3 µM]	.	.
Cc1nn(Cc2ccccc2)c(N)c1C#N	3%	0%	-2%	-2%	0%	2%	9%	-3%
CC(=O)Nc1ccc(NC(=O)c2c(-c3ccccc3)noc2C)cc1	.	0%	-7%	-1%	.	19%[76.3 µM]	.	.
O=C(/C=C/c1ccc2c(c1)OCO2)c1ccccc1	-8%	-9%	6%	3%	.	.	2%	-5%
O=C(NC1CCCC1)c1ccc(CSc2nc3ccncc3n2Cc2ccccc2F)cc1	.	-10%	?	-18%	.	14%[76.3 µM]	.	.
CCN(CCO)Cc1csc2ccccc12	6%	0%	5%	7%	1%	-1%	1%	9%[0.074 µM]
CCCC(=O)Nc1ccc(NC(=O)CCc2ccccc2)cn1	5%	?	-3%	-3%	?	7%	4%	-5%[10 µM]
CC(C)(C)C(=O)[C@@H]1[C@@H]2C(=O)N(c3ccc4c(c3)OCCO4)C(=O)[C@@H]2C2c3ccccc3C=CN21 (stereo partly drawn)	-5%	28µM*	?	?	-6%	?	11%	-24%
Cc1c(NC(=O)C2(c3ccccc3)CCOCC2)c(=O)n(-c2ccccc2)n1C	3%	-4%	8%	-1%	9%	2%	6%	25%[10 µM]
CC(OC(=O)Cc1coc2ccc3ccccc3c12)C(=O)Nc1ncc(Cl)cc1Cl (stereo not drawn)	-6%	-10%	4%	-16%	-2%	10%	-4%	-3%[10 µM]
CCCCSC(=O)Nc1ccccc1	-3%	-14%	2%	-3%	-4%	-6%	2%	-2%
CCCCNC(=S)NNC(=O)c1cccnc1	1%	-5%	10%	2%	-1%	-28%	-5%	-15%[10 µM]
CN1C(=O)CC2(CC(=O)N(Cc3ccccc3)C2)C1=O (stereo not drawn)	-5%	2%	2%	-2%	-1%	0%	-4%	12%[10 µM]
CC(NCCc1ccc(O)cc1)C(O)c1ccc(O)cc1 (stereo not drawn)	-2%&-10%	-7%&3%	-4%&1%	-7%&-2%	-5%[15.4 µM]	6%	4%&10%	-52%[inhibitor]
CCc1ccccc1NC(=O)c1cc2c(Cl)nc3ccccc3c2s1	.	7%	-13%	-9%	.	-4%[76.3 µM]	.	.
CNC(=S)NNC(=O)c1cccs1	2%	.	-3%	?	.	-27%	0%	-6%[10 µM]
CC(=O)Nc1ccc(S(=O)(=O)NNC(=O)COc2ccc(C(C)(C)C)cc2)cc1	4%	-12%	-7%	-9%	-2%	-9%	12%	-1%
COc1cc(/C=N/Nc2nc(=O)[nH]nc2C)cc([N+](=O)[O-])c1O	6%	14µM*	0%	-24%	.	-6%	2%	7%[10 µM]
CCOC(=O)CSc1nnc(Cc2ccccc2)n1Cc1ccco1	-3%	-6%	1%	3%	-1%	9%	-8%	-4%
COc1ccc(C(=O)NCC(=O)N/N=C/c2ccc([N+](=O)[O-])s2)cc1OC	0%	?	1%	-20%	-2%	1%	-3%	-98%[inhibitor]
CCc1nc2ccc(C(=O)Nc3nnc(C)s3)cc2nc1CC	2%	-7%	5%	-3%	4%	11%	1%	-23%
COC(=O)c1cnn(-c2nc3c(C)cccc3s2)c1C	-11%	?	5%	-8%	1%	5%	-12%	28%
CC(CCc1ccccc1)NC(=O)CNC(=O)COc1ccccc1 (stereo not drawn)	2%	3%	1%	7%	0%	10%	9%	-8%
CCCC(C(=O)NC1CCCCC1)N(Cc1ccco1)C(=O)CNS(=O)(=O)c1ccccc1 (stereo not drawn)	-19%	-7%	2%	-10%	0%	2%	9%	10%[10 µM]
Cc1ccc(-c2nnn(CC(=O)N(Cc3cccs3)C(C(=O)NCC3CCCO3)c3ccco3)n2)o1 (stereo not drawn)	-2%	0%	-1%	-2%	8%	5%	-1%	.
CCn1c(SCC(=O)c2ccccc2)nnc1-c1cccs1	-2%	-9%	-6%	-4%	?	6%	-1%	-19%
N#Cc1nc(COc2cccc(Cl)c2)oc1NCc1ccco1	-3%	-17%	-4%	-29%	-4%[15.4 µM]	-16%	-3%	8%
COCCn1nnnc1C(c1cccs1)N1CCN2CCCC2C1 (stereo not drawn)	0%	1%	4%	-5%	13%	-11%	2%	-13%[10 µM]
Cc1ccc(-c2cc(Cc3cccs3)c(=O)[nH]n2)cc1	-8%	.	8%	?	.	0%	-3%	-8%[10 µM]
C=CCN(CC=C)C(=O)Nc1cc(Cl)ccc1OC	-5%	-7%	0%	-11%	-5%	0%	2%	-6%[0.074 µM]
O=c1c2ccccc2n2nnnc2n1-c1ccccc1	2%	1%	1%	2%	4%	-1%	6%	-2%[10 µM]
CCNc1nc(Oc2ccc(=O)n(-c3ccccc3)n2)nc(N(C)C)n1	-17%	2%&1%	6%&10%	-1%&3%	-3%	-5%[76.3 µM]	-5%	-7%
O=C(NN=C1CCCCCC1)c1c[nH]c2ccccc12	-4%	-16%	6%	-6%	1%	7%	-8%	.
COc1cc(C(=O)N(Cc2cc3cc(C)ccc3[nH]c2=O)CC2CCCO2)cc(OC)c1OC (stereo not drawn)	-2%	2%	3%	7%	2%	3%	-5%	-23%[0.074 µM]
NC(=O)N1CCN(C(=O)c2ccco2)CC1	-14%	-12%	-3%	-4%	3%	3%	1%	8%
Cc1ccccc1Cn1c(SCc2ccc(C(=O)NC3CCCC3)cc2)nc2ccncc21	.	2%	6%	-3%	.	18%[76.3 µM]	.	.
O=C(O)CNC(=S)N(Cc1ccccc1)Cc1cccs1	-5%	6%	4%	10%	-4%	-3%	6%	.
CCCCn1cc(S(=O)(=O)c2ccc(OC)cc2)c(=O)c2cc(F)c(N3CCCC3)cc21	.	2%	2%	1%	.	7%[76.3 µM]	.	.
OCCC1CN(Cc2nc3c(s2)CCCC3)CCN1Cc1ccccc1 (stereo not drawn)	6%	-12%	2%	-4%	.	6%	3%	6%[10 µM]
Oc1ccccc1-c1cc(-c2ccco2)[nH]n1	-8%	12%	-3%	?	0%	1%	2%	-34%
COc1ccc2c(c1)CCC/C2=N\NC(=O)c1ccoc1C	12%	-7%	4%	-6%	1%	0%	17%	-4%[10 µM]
Cc1cc(C(C)(C)C)oc1C(=O)N1CCN(C(=O)c2oc(C(C)(C)C)cc2C)CC1	-1%	9%	5%	10%	-8%	0%	1%	8%[0.074 µM]
O=C(NCC(c1cccnc1)N1CCN(c2ccccc2F)CC1)c1ccc(F)cc1 (stereo not drawn)	.	-4%	-1%	-4%	.	1%[76.3 µM]	.	.
Oc1ccc(CNc2ccccc2)c2cccnc12	5%	?	3%	-20%	-4%	1%	-1%	-16%[10 µM]
c1ccc(CN2CCN(CCCNc3ccc4nnc(-c5ccccc5)n4n3)CC2)cc1	-1%	-6%	4%	-7%	-2%	0%	3%	-27%
COc1cc(C(=O)c2ccccc2Cl)c([N+](=O)[O-])cc1OC	0%	-8%	7%	-27%	-12%	10%	-14%	-22%
COCCNC(=S)N1CCN(c2cccc(C)c2C)CC1	-3%	-9%	3%	-12%	-2%	6%	4%	-18%
Cc1ccccc1OCC(O)Cn1c2ccccc2c2ccccc21 (stereo not drawn)	4%	-7%	-19%	?	-3%	-8%	7%	-11%
O=C(N/C=N/OCc1cccc(C(F)(F)F)c1)N1OC[C@@H]2COc3ccc4ccccc4c3[C@@H]21	-6%	-1%	?	-26%	-5%	-12%	3%	?
Cc1cc(C)nc(N/N=C/c2ccccc2)n1	-3%	-15%	-3%	-9%	5%	-28%	4%	-9%
CC(NC(=O)CCCn1cc([N+](=O)[O-])cn1)c1ccccc1 (stereo not drawn)	3%	-4%	12%	-3%	-11%	6%	4%	-17%
CCOCCCn1c(=N)c(C(=O)NCCN2CCOCC2)cc2c(=O)n3cccc(C)c3nc21	13%	-21%	-2%	-21%	-1%	2%	12%	-6%
O=C(CN1C(=O)c2ccc([N+](=O)[O-])cc2C1=O)Nc1nccs1	4%	-8%	-11%	-3%	10%	3%	-11%	?
Cc1ccc(N2C(=O)CC(Sc3ncccc3C(=O)O)C2=O)cc1 (stereo not drawn)	1%	-3%	3%	3%	0%	1%	9%	-28%

A second format for 3 compounds above.
mol | GAA spleen mod | Tau fibril ThT | Tau fibril FP | Tau fluor cs | GAA inhib | GAA glycogen mod | aGal spleen mod | HTT cytoprotect
CCOCCCn1c(=N)c(C(=O)NCCN2CCOCC2)cc2c(=O)n3cccc(C)c3nc21 | 13% | -21% | -2% | -21% | -1% | 2% | 12% | -6%
CCCCn1cc(S(=O)(=O)c2ccc(OC)cc2)c(=O)c2cc(F)c(N3CCCC3)cc21 | . | 2% | 2% | 1% | . | 7%[76.3 µM] | . | .
Oc1ccc(CNc2ccccc2)c2cccnc12 | 5% | ? | 3% | -20% | -4% | 1% | -1% | -16%[10 µM]
